Source: PubChem BioAssay
Pf apPOL block: Pf-apPOL inhibitors, biochemical, fluorescence | Plasmodium falciparum apicoplast DNA polymerase (apPOL) | Recombinant Pf-apPOL, molecular beacon fluorescence, 1.5 h | inhibition, % at 10 µM | 0.25% of 210,000 active
mHTT CaM bind: mutant huntingtin-calmodulin interaction inhibitors – biochemical, AlphaScreen, primary screen. P42858. AlphaScreen His-mHTT/GST-CaM binding, luminescence. inhibition, % at 15 µM. 3.6% of 190,000 active. AID 1671202, 2021;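 also: 0% = both proteins with DMSO and 100% = one protein alone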
Target sequence (P42858 whole entry, looked up, stated change not applied): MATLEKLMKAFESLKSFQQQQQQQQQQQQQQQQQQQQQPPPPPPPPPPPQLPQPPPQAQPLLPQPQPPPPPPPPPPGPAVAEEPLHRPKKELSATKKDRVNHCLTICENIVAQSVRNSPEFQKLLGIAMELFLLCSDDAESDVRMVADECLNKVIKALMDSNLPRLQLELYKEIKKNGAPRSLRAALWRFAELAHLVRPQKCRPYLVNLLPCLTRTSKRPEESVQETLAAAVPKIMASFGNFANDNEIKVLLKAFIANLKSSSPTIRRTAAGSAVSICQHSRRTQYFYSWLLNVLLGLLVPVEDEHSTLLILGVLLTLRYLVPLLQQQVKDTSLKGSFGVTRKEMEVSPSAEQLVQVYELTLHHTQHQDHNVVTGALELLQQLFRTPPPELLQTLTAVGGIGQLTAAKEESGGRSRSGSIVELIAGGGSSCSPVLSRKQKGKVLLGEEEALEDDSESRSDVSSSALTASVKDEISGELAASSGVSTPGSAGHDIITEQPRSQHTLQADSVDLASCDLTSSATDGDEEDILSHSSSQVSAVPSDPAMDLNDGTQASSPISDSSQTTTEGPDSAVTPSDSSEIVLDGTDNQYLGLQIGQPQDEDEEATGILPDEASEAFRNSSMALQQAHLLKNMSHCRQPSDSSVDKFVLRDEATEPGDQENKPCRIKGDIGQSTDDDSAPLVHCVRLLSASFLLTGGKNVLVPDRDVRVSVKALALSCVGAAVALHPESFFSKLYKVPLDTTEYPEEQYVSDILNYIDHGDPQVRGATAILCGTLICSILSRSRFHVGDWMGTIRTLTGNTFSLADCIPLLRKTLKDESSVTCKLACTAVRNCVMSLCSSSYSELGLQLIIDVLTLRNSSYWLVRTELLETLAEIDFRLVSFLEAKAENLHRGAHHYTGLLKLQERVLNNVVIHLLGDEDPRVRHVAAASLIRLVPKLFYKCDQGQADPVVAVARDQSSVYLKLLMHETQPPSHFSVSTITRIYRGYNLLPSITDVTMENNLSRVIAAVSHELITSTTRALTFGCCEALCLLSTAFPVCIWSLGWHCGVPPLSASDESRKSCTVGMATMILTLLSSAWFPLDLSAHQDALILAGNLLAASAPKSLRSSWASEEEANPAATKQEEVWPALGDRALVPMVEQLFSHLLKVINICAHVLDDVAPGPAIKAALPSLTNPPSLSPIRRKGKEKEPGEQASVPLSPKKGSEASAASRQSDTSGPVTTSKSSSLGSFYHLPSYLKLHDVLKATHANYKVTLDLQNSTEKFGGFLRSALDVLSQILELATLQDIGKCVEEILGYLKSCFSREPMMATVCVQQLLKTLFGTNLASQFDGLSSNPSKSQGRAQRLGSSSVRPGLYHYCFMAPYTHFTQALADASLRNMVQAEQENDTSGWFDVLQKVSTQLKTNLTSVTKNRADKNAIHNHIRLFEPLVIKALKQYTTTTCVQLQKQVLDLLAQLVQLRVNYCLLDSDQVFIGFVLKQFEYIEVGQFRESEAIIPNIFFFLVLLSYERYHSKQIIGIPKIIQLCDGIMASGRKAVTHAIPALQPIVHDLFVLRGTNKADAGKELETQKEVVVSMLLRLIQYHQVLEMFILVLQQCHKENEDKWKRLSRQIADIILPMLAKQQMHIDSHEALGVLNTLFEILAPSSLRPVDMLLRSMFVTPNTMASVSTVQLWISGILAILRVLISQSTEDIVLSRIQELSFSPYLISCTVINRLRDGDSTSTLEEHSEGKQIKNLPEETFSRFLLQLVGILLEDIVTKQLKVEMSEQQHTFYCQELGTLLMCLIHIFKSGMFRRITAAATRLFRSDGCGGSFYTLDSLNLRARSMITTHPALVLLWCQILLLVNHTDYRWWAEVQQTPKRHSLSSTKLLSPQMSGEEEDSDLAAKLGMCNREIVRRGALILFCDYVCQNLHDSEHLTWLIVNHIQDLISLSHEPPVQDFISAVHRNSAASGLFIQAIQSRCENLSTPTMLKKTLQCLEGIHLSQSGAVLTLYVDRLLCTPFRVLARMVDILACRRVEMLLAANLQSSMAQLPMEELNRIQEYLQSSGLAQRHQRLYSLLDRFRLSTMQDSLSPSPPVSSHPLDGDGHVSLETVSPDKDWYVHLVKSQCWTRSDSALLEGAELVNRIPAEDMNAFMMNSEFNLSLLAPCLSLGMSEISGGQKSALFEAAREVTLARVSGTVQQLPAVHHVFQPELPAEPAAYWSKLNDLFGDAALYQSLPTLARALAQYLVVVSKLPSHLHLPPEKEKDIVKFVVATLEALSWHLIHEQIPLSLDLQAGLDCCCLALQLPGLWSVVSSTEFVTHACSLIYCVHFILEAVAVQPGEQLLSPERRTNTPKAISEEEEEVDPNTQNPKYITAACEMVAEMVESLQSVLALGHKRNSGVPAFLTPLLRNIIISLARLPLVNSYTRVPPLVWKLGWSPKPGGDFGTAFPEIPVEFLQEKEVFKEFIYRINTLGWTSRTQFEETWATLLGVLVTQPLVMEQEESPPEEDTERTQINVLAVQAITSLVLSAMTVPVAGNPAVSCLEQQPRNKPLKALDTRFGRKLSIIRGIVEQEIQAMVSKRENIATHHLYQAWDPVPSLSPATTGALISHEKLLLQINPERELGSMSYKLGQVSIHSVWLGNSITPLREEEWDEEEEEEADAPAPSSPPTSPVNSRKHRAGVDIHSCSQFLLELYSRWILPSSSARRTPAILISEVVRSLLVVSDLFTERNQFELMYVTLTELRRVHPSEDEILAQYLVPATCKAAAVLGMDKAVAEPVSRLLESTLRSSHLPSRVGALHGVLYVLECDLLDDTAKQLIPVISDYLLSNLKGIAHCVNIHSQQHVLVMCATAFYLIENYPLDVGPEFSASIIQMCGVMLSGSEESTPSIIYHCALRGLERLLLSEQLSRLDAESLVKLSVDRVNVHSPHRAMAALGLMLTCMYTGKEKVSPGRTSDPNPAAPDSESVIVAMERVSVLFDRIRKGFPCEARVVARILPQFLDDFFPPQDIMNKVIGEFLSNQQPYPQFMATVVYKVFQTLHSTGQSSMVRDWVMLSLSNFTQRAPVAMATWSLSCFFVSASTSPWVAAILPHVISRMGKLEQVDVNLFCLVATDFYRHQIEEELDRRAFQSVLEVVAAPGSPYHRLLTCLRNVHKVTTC
An asterisk follows results filed as active; i = inactive; · = not tested or not shown; & = joins results of further samples. Rule as the data show it: active = inhibition above about 50%; inactive = the rest. A portion of the library; rates above refer to the full screens.

SMILES	Pf apPOL block	mHTT CaM bind
CC(O)(CNC(=O)NC(c1ccccc1)c1ccccc1)c1ccccc1 (centres undefined)	-6	-21
CC1(C)CC(O)CC(C)(C)N1CC(O)COc1cccc2ccccc12 (centres undefined)	3	0
Cc1nc(C)c2c(n1)N(CC1CCCO1)C(=O)C2 (centres undefined)	3	14
Cc1cc(NC(=O)/C=C/c2ccc3c(c2)OCO3)no1	-4	14
CCC(C)NS(=O)(=O)c1ccc(F)c(C(=O)Nc2ccc(C)c(C)c2)c1 (centres undefined)	-7	1
CCc1c(C)nc(SCc2ccc(C(F)(F)F)cc2)[nH]c1=O	-23	-12
O=[N+]([O-])c1cn[nH]c1C=NO	-2	·
O=C(Nc1nccs1)c1cccc2c1-c1ccccc1C2	0	·
O=C1CC(NCCc2ccc(Cl)cc2)C(=O)N1c1ccccc1 (centres undefined)	-6	-7
Cn1cc(C(=O)N2CCOCC2)cc(NC(=O)c2ccco2)c1=O	-8	-16
O=C(Nc1cccc(-c2nc3ccccc3o2)c1)c1ccc(F)cc1F	0	-19
NC(=O)CSc1nc(-c2ccccc2)c(NC(=O)C2CCCC2)s1	0	2
C[n+]1ccc(/C=C/c2ccccc2O)c2ccccc21	-11	25
O=C(NCc1cccnc1)c1cnn2c3c(cnc12)CCCCCC3	-1	4
COCc1c(C(=O)O)nnn1-c1ccc(F)c(C)c1	0	-11

One compound at a time (already shown). Values in the order: Pf apPOL block	mHTT CaM bind
`C[n+]1ccc(/C=C/c2ccccc2O)c2ccccc21` as listed: -11	25
`O=[N+]([O-])c1cn[nH]c1C=NO` as listed: -2	·

Continued.
SMILES	Pf apPOL block	mHTT CaM bind
Cc1ccc(NC(=O)Cc2nc(-c3ccccn3)n[nH]2)c(C)c1	-5	86*
COc1ccc(CCNC(=O)C2CCc3nc(N4CCCC4)ncc3C2)cc1OC (centres undefined)	-1	8
CCc1ccccc1NC(=O)N1CCCC1c1c(C)noc1C (centres undefined)	-2	-2
Cc1ccc(C(=O)N2CCCC(c3nnc(-c4ccccc4)o3)C2)cc1F (centres undefined)	-3	-4
Fc1ccc(Cc2nc(-c3ccn4cnnc4c3)no2)cc1	15	28
O=C(Nc1ccc(-c2nc3ccccc3[nH]2)cc1)c1ccccc1Br	-6	20
O=C1OC(c2ccccc2)=N/C1=C/c1ccccc1I	0	-5
Cc1ccc(S(=O)(=O)ON2C(=O)CNC2=O)cc1	12	·
CC(C(=O)Nc1ccc(F)cc1)N1C(=O)c2ccccc2C1=O (centres undefined)	-5	0
COc1cc(C=C2CC3C4CCc5cc(O)ccc5C4CCC3(C)C2=O)ccc1OC(F)F (centres undefined)	1	2
O=[N+]([O-])c1ccccc1S(=O)(=O)NCCSCc1ccccc1	-8	13
COc1ccc(CNC(=O)C2CC(=O)N(CCc3c[nH]c4ccc(Cl)cc34)C2)cc1 (centres undefined)	0	74*
COc1ccccc1CNC(=O)C1CCN(c2cncnc2N2CCOCC2)CC1	4	5
Brc1ccccc1Cn1cnc2ccccc21	-74	-2
COc1coc(C(=O)Nc2ccc3c(c2)OCO3)cc1=O	-3	-6
Cc1cccc(N2CCN(C(=O)C3CCCN(c4cn[nH]c(=O)c4)C3)CC2)c1 (centres undefined)	-2	12
CCn1nccc1C(=O)Nc1nc(-c2ccc(OC)cc2OC)cs1	-6	-2
CC(C)NC(=O)c1csc(CN2CCN(c3ccccc3)CC2)n1	-5	-4
COc1ccc(NC=C2C(=O)OC(C)(C)OC2=O)c(OC)c1	-8	9
CCOc1ccccc1C(=O)Nc1ccc(N(C)C(C)=O)cc1	12	1
CCn1cc(C(=O)Nc2cccc(C)n2)c2cc(OC)c(OC)cc2c1=O	-9	4
CCOc1ccc(C(=O)N2CCC(c3nc4ccncc4n3C)C2)cc1 (centres undefined)	-7	9
Cc1cc2n(n1)CCC(=O)N2CCCC(=O)NCc1ccccc1C	1	-1
C=CCn1c(-c2cccc([N+](=O)[O-])c2)cnc1SCC(=O)Nc1cc(C)on1	-3	21
COC(=O)Nc1ccc(S(=O)(=O)Nc2nc(C)cc(C)n2)cc1	-1	-20
O=C(NCC1CCN(Cc2ccco2)CC1)C12CC3CC(CC(C3)C1)C2	0	-6
Cc1cccc(CSc2nc3ccccc3[nH]2)c1	4	-29
O=C(Nc1cc(Cl)ccc1Cl)c1cc(S(=O)(=O)N2CCCCC2)ccc1F	0	-16
COc1ccc(N(C(C)C(=O)Nc2ccc(F)cc2)S(C)(=O)=O)cc1 (centres undefined)	-7	2
O=c1c2c(nc3cc(-c4ccccc4)[nH]n13)CCN(S(=O)(=O)c1cc(F)cc(F)c1)C2	-2	8
CCC(C)(C)C(=O)N1CCN(c2ccc(NC(=O)c3ccc(F)cc3)cn2)CC1	-5	3
O=C(NCc1ccc(Cl)cc1)C1CCN(c2ccc(N3CCCC3)nn2)CC1	10	28
COc1ccc(C2=N/C(=C\c3coc4c(Cl)cc(Cl)cc4c3=O)C(=O)O2)cc1[N+](=O)[O-]	0	15
Cc1ccc(NC(=O)CC2COc3ccc(Cl)cc3NC2=O)cc1Cl (centres undefined)	-4	92*
O=C(Nc1nnc(SCc2ccccn2)s1)C1CC(=O)N(c2ccc(F)cc2)C1 (centres undefined)	-2	14
Cc1noc(C)c1C1CCCN1C(=O)c1c(Br)cnn1C (centres undefined)	-3	-7
CC(C)NC(=O)c1csc(N2CCN(C)CC2)n1	-3	-5
CC(C)N1CCn2cc(S(=O)(=O)Nc3cccc(Cl)c3)cc2C1=O	-2	1
COc1ccc(OC)c(CNC(=O)CCCN2C(=O)CCn3nc(C)cc32)c1	-7	5
CCOc1ccc(NC(=O)Cn2c(SCC)nc3ccccc32)cc1	-4	0
CCO/N=C1\SCC(=O)N1c1cccc(Cl)c1	-7	i
Cc1ccc(-c2nnc(N3CCC(C(=O)NCCN4CCCCC4C)CC3)o2)cc1 (centres undefined)	-3	-5
CCCN(c1ccc(C)cc1)c1nc(=O)c2cccnc2s1	2	·
Cc1ccsc1CN1CCC(C(O)c2ccccn2)CC1 (centres undefined)	-7	5
CC(C)C(=O)Nc1ccc(S(=O)(=O)NCCN2CCOC(c3ccccc3)C2)cc1 (centres undefined)	-3	3
Nc1ccc(-c2nc3ccc(-c4nc5ccc(N)cc5[nH]4)cc3[nH]2)cc1	5&1&-117	51*
COc1ccc(-c2coc3cc4oc(=O)c5ccccc5c4cc23)cc1	0	-11
Cc1cccc(-c2nc(CN3CCN(C(=O)C4CCCC4)CC3)no2)c1	-16	5
O=C(Cc1ccccc1)N1CC2CC1CC2NS(=O)(=O)c1ccccc1 (centres undefined)	-2	3
Cc1ccc2nc(CN3C(=O)c4ccccc4C3=O)cn2c1	-12	1
CCOCCCNC(=O)C1=C(C)C(=O)OC12CCCCCC2	-6	0
CCC(C(=O)Nc1ccc2ncnc(N3CCCC3)c2c1)c1ccccc1 (centres undefined)	6	10
Cc1cc(N2CCN(C(=O)c3cc(F)c(F)cc3Cl)CC2)c(F)cc1[N+](=O)[O-]	-4	6
O=C1CSC(=Nc2ccc(O)cc2)N1c1ccc(O)cc1	-3	8
Cc1ccc(/C=C2\CCCC(C)(C)C2=O)o1	·	30
COC(=O)Cn1nnc(S(C)(=O)=O)n1	·	-2
O=C(CCCn1nc(-c2ccc(F)cc2)ccc1=O)Nc1nc2ccccc2[nH]1	-4	0
CN(C)C(=O)c1cc2c(s1)CCC(C(=O)NCCc1ccccn1)C2 (centres undefined)	-3	-5
Cc1ccc(OCCCn2ccnc2)c([N+](=O)[O-])c1	2	5
COc1ccc(C(=O)CSc2nnc(CCn3ccc(=O)[nH]c3=O)o2)cc1OC	3	-2

Some of the entries so far, in markdown.
| SMILES | Pf apPOL block | mHTT CaM bind |
| --- | --- | --- |
| COc1ccc(OC)c(CNC(=O)CCCN2C(=O)CCn3nc(C)cc32)c1 | -7 | 5 |
| CCOc1ccc(NC(=O)Cn2c(SCC)nc3ccccc32)cc1 | -4 | 0 |
| CCO/N=C1\SCC(=O)N1c1cccc(Cl)c1 | -7 | i |
| Cc1ccc(-c2nnc(N3CCC(C(=O)NCCN4CCCCC4C)CC3)o2)cc1 (centres undefined) | -3 | -5 |
| CCCN(c1ccc(C)cc1)c1nc(=O)c2cccnc2s1 | 2 | · |
| Cc1ccsc1CN1CCC(C(O)c2ccccn2)CC1 (centres undefined) | -7 | 5 |
| CC(C)C(=O)Nc1ccc(S(=O)(=O)NCCN2CCOC(c3ccccc3)C2)cc1 (centres undefined) | -3 | 3 |
| Nc1ccc(-c2nc3ccc(-c4nc5ccc(N)cc5[nH]4)cc3[nH]2)cc1 | 5&1&-117 | 51* |
| COc1ccc(-c2coc3cc4oc(=O)c5ccccc5c4cc23)cc1 | 0 | -11 |
| Cc1cccc(-c2nc(CN3CCN(C(=O)C4CCCC4)CC3)no2)c1 | -16 | 5 |
| O=C(Cc1ccccc1)N1CC2CC1CC2NS(=O)(=O)c1ccccc1 (centres undefined) | -2 | 3 |
| Cc1ccc2nc(CN3C(=O)c4ccccc4C3=O)cn2c1 | -12 | 1 |
| CCOCCCNC(=O)C1=C(C)C(=O)OC12CCCCCC2 | -6 | 0 |
| CCC(C(=O)Nc1ccc2ncnc(N3CCCC3)c2c1)c1ccccc1 (centres undefined) | 6 | 10 |
| Cc1cc(N2CCN(C(=O)c3cc(F)c(F)cc3Cl)CC2)c(F)cc1[N+](=O)[O-] | -4 | 6 |
| O=C1CSC(=Nc2ccc(O)cc2)N1c1ccc(O)cc1 | -3 | 8 |
| Cc1ccc(/C=C2\CCCC(C)(C)C2=O)o1 | · | 30 |
| COC(=O)Cn1nnc(S(C)(=O)=O)n1 | · | -2 |
| O=C(CCCn1nc(-c2ccc(F)cc2)ccc1=O)Nc1nc2ccccc2[nH]1 | -4 | 0 |
| CN(C)C(=O)c1cc2c(s1)CCC(C(=O)NCCc1ccccn1)C2 (centres undefined) | -3 | -5 |
| Cc1ccc(OCCCn2ccnc2)c([N+](=O)[O-])c1 | 2 | 5 |

(further entries)
SMILES	Pf apPOL block	mHTT CaM bind
CCn1cc(Cl)c(C(=O)N2CCC(c3nc(C4CC4)no3)C2)n1 (centres undefined)	2	-4
COc1ccc2cc3cc(C(=O)N(C)c4cc(C)ccc4OC)sc3nc2c1	1	3
COc1cc(CN2CCCCCC2)cc([N+](=O)[O-])c1O	-5	0
O=S1(=O)C[C@@H](N2CCN(c3ccccn3)CC2)[C@H](COCc2ccccc2)N1	9	3
COc1cc(/C=C2/N=C(c3cccc(I)c3)OC2=O)cc(OC)c1OC	-5	-2
CCOC(=O)c1c(C)nn2c(=C([O-])OCC)c(C)n[n+]12	·	-6
O=C(NCc1ccco1)c1cc2cc3ccc(Cl)cc3nc2o1	-6	5
COc1ccc(-n2nc(C(=O)Nc3cccc(C)n3)c3ccccc3c2=O)c(OC)c1	1	0
O=C(CSc1cc(N2CCCC2)ncn1)Nc1ccc(Br)cc1F	-13	-8
Cc1c(C2=N/C(=C/c3cccs3)C(=O)O2)cccc1[N+](=O)[O-]	-1	-2
COc1ccccc1/C=c1\sc2nc(-c3ccc(Br)cc3)nn2c1=O	0	1
CC(C)NC(=O)c1ccc(OCC2CCCN2C(=O)c2ccc(Cl)cc2)cc1 (centres undefined)	0	-2
COc1cccc(C=C2Oc3cc(OS(=O)(=O)c4ccc(C)cc4)ccc3C2=O)c1OC	-2	7
CC(=O)C1=C(O)C(=O)N(C2CCCCC2)C1c1ccc(Cl)cc1 (centres undefined)	0	3
O=C(Nc1ccc(-c2nc3ncccc3o2)cc1)c1ccc(Br)o1	-11	1
CN1CCCN(C2CC(=O)N(c3ccc(N=Nc4ccccc4)cc3)C2=O)CC1 (centres undefined)	-4	31
Cc1nc2n(CC(=O)c3ccc(Cl)cc3)c3ccccc3n2n1	3	15
CCC(C(=O)N1CCc2nc(-c3ccccc3)ncc2C1)c1ccccc1 (centres undefined)	0	-6
O=S(=O)(NC1CCCCC1)c1ccc2[nH]c3c(c2c1)CCCCC3	-3	95*
CC1Cc2nc(SCC(=O)c3ccccc3)n(C)c(=O)c2S1 (centres undefined)	11	10
COc1ccc(CNc2ccc(F)c(Cl)c2)cc1	13	-37
O=C(Cn1cnc2c(-c3ccccc3)csc2c1=O)NCCCc1ccccc1	-4	-1
C#CCNc1ccc2c(c1)OC[C@@H](C)NS2(=O)=O	-3	-5
COc1ccc(CCN2C(=O)CSC2c2ccc(Cl)cc2)cc1OC (centres undefined)	0	37
COc1ccc([C@H]2C=C3CNS(=O)(=O)[C@H]3C[C@H]2OC(=O)c2cccc(C)c2)cc1	-4	82*
O=C(NCc1cc(F)ccc1F)C1CCc2nc(N3CCCC3)ncc2C1 (centres undefined)	-2	-7
Cc1nc(C(=O)Nc2ccc(Cl)cc2C)c(C)o1	-4	-7
COc1cccc(CNC(=O)C2(C)Oc3cccnc3N(C)C2=O)c1 (centres undefined)	2	-3
CCN(CCS(=O)(=O)c1ccc(C)cc1)S(=O)(=O)c1ccccc1	6	·
COc1cc(COc2ccc3c4c(c(=O)oc3c2C)CCC4)cc(OC)c1OC	7	-7
O=C(O)C1CC=CCC1C(=O)N1CCN(C/C=C/c2ccccc2)CC1 (centres undefined)	0	8
Cc1onc(-c2c(Cl)cccc2Cl)c1C(=O)Nc1ccc(F)c([N+](=O)[O-])c1	42	63*
C=CCOc1ccccc1/C=c1\sc2nc(-c3ccccc3)nn2c1=O	-6	4
CC1(C)CC(=O)C(C2=Nc3ccccc3C2=O)=C(O)C1	4	25
CCn1c(=O)c(-c2nc(-c3cccc(Cl)c3)no2)c(O)c2ccccc21	-1	-3
CCOc1ccccc1NC=C1C(=O)OC2(CCCCC2)OC1=O	5	-6
C=CCOc1ccc(C=Nc2c(C)n(C)n(-c3ccccc3)c2=O)cc1OC	-2	8
COc1ccccc1CNC(=O)c1cnn2c(C)c(Cc3c(F)cccc3Cl)c(C)nc12	-11	2
O=C(NN(Cc1c(F)cccc1Cl)c1ccccc1)c1ccc(Cl)cc1	1	·
